# Assay outcomes (PubChem)
# BoNT F protease – inhibitors of Botulinum neurotoxin F light chain protease; inhibition, % at 10 µM; actives 0.22% (n = 360,000); Multiplex microsphere protease cleavage assay, flow cytometry; AID 588497; in the data active means inhibition above about 35%, passing the limit was not always enough; further: plate controls were buffer without enzyme for full effect and enzyme alone for no effect
# MazF activator – MazEF (E. coli) toxin RNase activation | P0AE70 | FAM/BHQ RNA-DNA oligo cleavage fluorescence, 5 h | activation, % at 20 µM | actives 0.32% (n = 350,000) | AID 504720; in the data active means activation above about 50%
# Target sequence (P0AE70 whole entry, looked up): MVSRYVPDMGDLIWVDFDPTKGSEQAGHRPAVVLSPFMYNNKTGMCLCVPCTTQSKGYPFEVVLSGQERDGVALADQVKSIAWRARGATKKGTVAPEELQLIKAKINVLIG
# PriA SSB inh – blocks PriA binding to SSB C-terminal tail | AlphaScreen SSBct-PriA binding, biotinylated peptide | inhibition, % at 33 µM | actives 0.6% (n = 430,000); in the data active means inhibition mostly above about 37%, no sharp cut-off; inactive means mostly below about 20%;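 further: plate controls were negative control peptide for no effect and reference peptide for full effect; strong numbers were not always called active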
# Rv3671c protease – inhibitors of M. tuberculosis serine protease Rv3671c | P9WHR9 | inhibition, % at 5.96 µM | actives 0.048% (n = 320,000); in the data active means inhibition above about 38%;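 further: extracellular domain of Rv3671c used as enzyme; 0% = enzyme with DMSO and 100% = no enzyme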
# Target sequence (P9WHR9 whole entry, looked up, the tested form may be a part): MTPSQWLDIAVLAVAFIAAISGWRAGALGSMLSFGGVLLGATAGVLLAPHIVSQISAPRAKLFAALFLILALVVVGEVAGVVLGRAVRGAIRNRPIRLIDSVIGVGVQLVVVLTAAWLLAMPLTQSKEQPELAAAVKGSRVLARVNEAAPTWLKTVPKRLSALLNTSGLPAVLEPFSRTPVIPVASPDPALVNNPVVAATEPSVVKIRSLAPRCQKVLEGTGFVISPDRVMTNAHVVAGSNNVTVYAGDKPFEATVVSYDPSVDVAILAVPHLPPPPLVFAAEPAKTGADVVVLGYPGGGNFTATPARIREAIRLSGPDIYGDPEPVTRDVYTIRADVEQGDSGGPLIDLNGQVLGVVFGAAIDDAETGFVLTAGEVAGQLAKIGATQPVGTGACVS
# CCHFV vOTU inh – blocks the CCHF virus ovarian tumor domain protease | CCHFV vOTU protease, Pep-AMC fluorescence | inhibition, % at 11.5 µM | actives 0.55% (n = 370,000); in the data active means inhibition above about 30%; further: 0% = vehicle wells with enzyme and 100% = no enzyme wells
# SARS 3CLpro inh – SARS-CoV 3CLpro protease inhibition. P0C6X7. recombinant SARS-CoV 3CLpro, quenched FRET peptide cleavage. inhibition, % at 6 µM. actives 0.14% (n = 290,000). AID 1706; in the data active means inhibition above about 12%
# VHR inh abs – DUSP3 (human) phosphatase inhibition; recombinant VHR phosphatase, pNPP absorbance; inhibition, % at 13.3 µM; actives 0.52% (n = 290,000); in the data active means inhibition above about 50%; further: some compounds called inactive have numbers as strong as hits
# Target sequence (P51452 whole entry, looked up): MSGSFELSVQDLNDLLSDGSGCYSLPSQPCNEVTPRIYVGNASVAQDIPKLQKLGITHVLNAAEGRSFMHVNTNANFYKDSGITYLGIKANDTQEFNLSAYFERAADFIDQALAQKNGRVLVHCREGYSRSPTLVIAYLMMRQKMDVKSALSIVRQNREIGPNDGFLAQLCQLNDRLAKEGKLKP
# PrPC TRFRET – cell surface PrPC inhibition, primary TR-FRET screen | P04156 | TR-FRET read-out | actives 0.43% (n = 370,000) | AID 720596 | inhibition, % at 13.8 µM; in the data active means inhibition above about 24%; further: 0% = median of the test wells and 100% = reference compound wells
# BoNT A protease – inhibitors of Botulinum neurotoxin A light chain protease | multiplex microsphere protease substrate cleavage, flow cytometry | inhibition, % at 10 µM | actives 0.17% (n = 360,000) | AID 588499; further: plate controls were buffer without enzyme for full effect and enzyme alone for no effect
# Anthrax LF inh2 – anthrax lethal factor protease inhibition; multiplex microsphere protease cleavage assay, LF; inhibition, % at 10 µM; actives 0.12% (n = 360,000); AID 588501; further: plate controls were buffer without enzyme for full effect and enzyme alone for no effect
# Starred values were filed as active, the others as inactive; i = inactive; . = not tested or not shown; & = joins results of further samples. Unless noted, no stated cut-off is given here; in the data, active means inhibition above about 30%; inconclusive means no clear call, values can overlap the other calls; inactive means below that. These rows are one share of the data. The share of hits here may be higher or lower than overall.
SMILES,BoNT F protease,MazF activator,PriA SSB inh,Rv3671c protease,CCHFV vOTU inh,SARS 3CLpro inh,VHR inh abs,PrPC TRFRET,BoNT A protease,Anthrax LF inh2
COc1ccc(CCNC(=O)C2CCN(C(=O)c3ccc(Cl)cc3)CC2)cc1,-7,-1,-12,-1,-9,-4,-18,13,1.3,3
COc1ccc(CN2CCNC(=O)C2CC(=O)NCCc2nc(C)c(C)s2)c(OC)c1 (centres undefined),-11,-5,-4,-3,-9,-1,8,-5,-0.6,-2
Cc1ccnc(SCCn2c(N3CC(C)OC(C)C3)nc3c2c(=O)n(C)c(=O)n3C)n1 (centres undefined),-4,-7,5,9,14,1,6,1,-0.8,-3
O=C1CN=CN=CN1c1ccc(Cl)cc1Cl,-6,-1,1,-7,-5,1,-7,5,-0.7,0
COCc1cc(C)nc(N2CCOCC2)c1C#N,-13,6,-14,1,-25,0,-9,-5,-0.4,-3
C=CCNC(=O)C1CC2Cn3c(nc4cc(Cl)c(Cl)cc43)C2N1C (centres undefined),-5,-1,-9,-8,8,.,.,0,-0.7,2
O=C1C2C3C=CC(CC3)C2C(=O)N1c1cccc(Br)c1 (centres undefined),0,-7,-11,0,-11,4,0,12,-5.6,8
COc1ccc(NC(=O)C2Cc3c(-c4ccc5c(c4)OCO5)ccnc3O2)cc1 (centres undefined),-6,.,.,.,13,.,.,2,-0.3,2
Clc1ccc(/C=N/Nc2nnc(-c3ncc[nH]3)c3ccccc23)cc1,10,3,.,9,3,-6,26,-1,0.1,-2
CCN(CC)S(=O)(=O)c1cccc(C(=O)OCC(=O)NCc2ccccc2OC)c1,1,3,-13,1,3,.,.,0,-4.0,-4
CCOc1ccc(S(=O)(=O)NCc2csc(C)n2)cc1,0,2,-6,9,2,1,-1,3,-0.4,-2
CCOC(=O)C1CCN(C(=O)c2cccnc2Oc2ccc(Cl)cc2)CC1,-10,9,-6,2,7,-5,8,7,-1.8,-6
Cc1ccc(C)c(N2CCN(S(=O)(=O)c3cn(C)cn3)CC2)c1,3,-9,-9,0,12,3,24,5,1.4,2
CCCc1cc(=O)[nH]c(SCC(=O)N2CCN(S(=O)(=O)c3ccc4ccccc4c3)CC2)n1,-1,4,-3,-1,3,1,-5,-4,0.4,0
Cc1cc(C)cc(Oc2ccccc2/C=C\C(=O)O)c1,-6,4,-9,-6,13,3,11,4,1.0,10
Cc1ccc(NC(=O)COC(=O)[C@@H]2CCCN2C(=O)c2cccs2)cc1S(=O)(=O)N(C)C,-4,-4,-10,-1,-4,-4,-9,1,-0.5,-6
CCCc1nnc(SCCSc2nnc(CCC)n2N)n1N,9,-8,-11,-6,-5,0,-8,2,0.3,-5
COc1cccc(/C=N/n2c(C3CCCCC3)n[nH]c2=S)c1,-2,3,i,-2,-5,3,2,3,-1.3,12
O=C(c1ccc(S(=O)(=O)NCC2CCCO2)cc1)N1CCc2ccccc21 (centres undefined),-4,4,-14,5,7,-2,4,-1,0.1,-2
CCOC(=O)C1=NNC2(CC(=O)N(c3cccc(C)c3)C2=O)C1 (centres undefined),2,3,-9,3,0,-1,-3,2,0.5,5
CCn1cc(CN2CCC(C(=O)Nc3cccc(-c4cccc(Cl)c4)c3)CC2)c(C)n1,-4,15,18,-8,-2,0,15,-14,-1.4,-2
CCCCC(=O)NNC(=S)NC(=O)C(c1ccccc1)c1ccccc1,-4,5,-9,-7,-14,3,8,-6,-1.5,-12
CCCCCCCCCn1cc(C(C)=O)c(=O)[nH]c1=O,4,1,-20,-3,23,-1,50*,-1,0.7,3
O=C(CSc1nc(-c2ccccc2F)nc2nc[nH]c12)Nc1c(Cl)cc(Cl)cc1Cl,.,.,.,-4,-9,0,10,-4,.,.

# Overlap with the part before: 3 entries, followed by the next part.
SMILES,BoNT F protease,MazF activator,PriA SSB inh,Rv3671c protease,CCHFV vOTU inh,SARS 3CLpro inh,VHR inh abs,PrPC TRFRET,BoNT A protease,Anthrax LF inh2
CCCCC(=O)NNC(=S)NC(=O)C(c1ccccc1)c1ccccc1,-4,5,-9,-7,-14,3,8,-6,-1.5,-12
CCCCCCCCCn1cc(C(C)=O)c(=O)[nH]c1=O,4,1,-20,-3,23,-1,50*,-1,0.7,3
O=C(CSc1nc(-c2ccccc2F)nc2nc[nH]c12)Nc1c(Cl)cc(Cl)cc1Cl,.,.,.,-4,-9,0,10,-4,.,.
CC1(C)CC(=O)c2sc(NS(=O)(=O)c3ccc(F)cc3)nc2C1,-11,-1,-6,-2,19,-2,34,-4,0.0,-1
O=C(Cn1nnc(-c2ccc(F)cc2)n1)Nc1cccc(S(=O)(=O)N2CCCC2)c1,-4,4,7,-33,7,.,.,15,-0.2,-4
Cc1ccc(N2C(=O)c3ccccc3C2Nc2cccnc2)nc1 (centres undefined),-9,3,-8,4,2,-1,21,-3,0.5,-7
Cc1ccc(S(=O)(=O)NCCNc2ccc(Br)c(C)c2)cc1,1,1,-5,7,8,.,.,-1,-0.6,-5
CC1CCN(S(=O)(=O)c2ccc(NC(=O)CN3CCCC(C)C3)cc2)CC1 (centres undefined),-10,0,4,-4,-7,-1,33,3,-0.9,-2
CN(C)c1ccc(/C=N/N=C/c2ccccc2O)cc1,-6,-12,.,7,7,1,-13,-4,4.9,2
FC(F)(F)c1ccccc1Nc1nccs1,-33,8,-12,-9,12,5,33,8,0.0,3
Cc1ccc(CNC(=O)Nc2ccc(Cl)cc2)cc1,-1,-3,-6,1,1,-2,6,4,-0.5,-4
COc1ccc(CN(Cc2cccnc2)C(=S)NCCc2ccccc2)cc1OC,11,5,-3,2,-6,3,5,9,1.4,1
COc1ccc(C(C(=O)NC(C)(C)C)N(Cc2ccc(F)cc2)C(=O)CCC(=O)Nc2cc(C)on2)cc1 (centres undefined),-4,-2,-3,9,7,0,3,4,-0.7,-2
CCCNC(=S)N1CCN(CC)CC1,3,5,-6,5,-2,2,2,3,0.2,-2
Cc1ccc(S(=O)(=O)N2C[C@H]3C(=O)C[C@@H](c4ccccc4)N(S(=O)(=O)c4ccc(C)cc4)[C@H]3C[C@H]2c2ccccc2Cl)cc1,-4,.,.,.,7,.,.,2,-0.6,7

# Laid out differently: entries from further up
Structure	BoNT F protease	MazF activator	PriA SSB inh	Rv3671c protease	CCHFV vOTU inh	SARS 3CLpro inh	VHR inh abs	PrPC TRFRET	BoNT A protease	Anthrax LF inh2
O=C(Cn1nnc(-c2ccc(F)cc2)n1)Nc1cccc(S(=O)(=O)N2CCCC2)c1	-4	4	7	-33	7	.	.	15	-0.2	-4
Cc1ccc(N2C(=O)c3ccccc3C2Nc2cccnc2)nc1 (centres undefined)	-9	3	-8	4	2	-1	21	-3	0.5	-7

# Following part
SMILES,BoNT F protease,MazF activator,PriA SSB inh,Rv3671c protease,CCHFV vOTU inh,SARS 3CLpro inh,VHR inh abs,PrPC TRFRET,BoNT A protease,Anthrax LF inh2
CCCC(C(=O)NCc1ccco1)N(CC1CCCO1)C(=O)CNS(=O)(=O)c1ccc(F)cc1 (centres undefined),-16,8,-2,6,8,3,26,0,-4.3,10
Cc1ccccc1COC(=O)CNC(=O)c1sc2ccccc2c1Cl,-13,-10,-12,-17,4,.,.,5,-0.2,-5
Cc1ccc(S(=O)(=O)CCC(=O)OCCOc2ccc(Br)cc2)cc1,3,1,.,.,7,.,.,6,0.3,2
COc1ccc(Cc2nc3ccc(C(=O)N4CCCC4)cc3o2)cc1OC,-5,3,-4,-4,-10,2,-6,4,0.9,0
CCNc1nc(NCC)nc(Nn2cnnc2)n1,0,-5,-3,0,-4,3,2,4,-0.4,1
CCN(CC)S(=O)(=O)c1ccc(C)c(NC(=S)N2CCN(c3ccccn3)CC2)c1,-11,8,-14,11,7,-4,-41,7,-1.9,10
Cc1cc(C)c(NC(=O)CS(=O)CC(=O)NCC2CCCO2)c(C)c1 (centres undefined),0,16,-4,-2,-4,2,27,-6,0.2,7
N#CC1=C(N)NC(SCc2ccccc2)=C(C#N)C12CCCCC2,-3,6,12,-5,3,6,0,1,-0.5,-8
COc1ccc(/C=C(\C#N)C(=O)OCC(=O)NCc2ccccc2Cl)cc1,1,-18,-16,-5,-7,-1,4,1,0.1,-2
CC(=O)Oc1ccc(-c2cc3ccccc3oc2=O)cc1,.,1,-3,1,-32,.,.,-13,.,.
COc1ccc(CNC(=O)C2CCN(C(=O)c3ccc(-c4ccccc4)cc3)CC2)cc1,-21,-1,-4,2,0,0,-35,6,-1.1,32*
CCc1cc(C(=O)NCC(c2cccs2)N2CCOCC2)sc1C (centres undefined),-15,6,-13,-3,-2,.,.,-1,-6.5,-6
CCOc1ccc(N2CC(C(=O)NCc3ccc(F)cc3)CC2=O)cc1 (centres undefined),-2,-1,-16,6,-5,3,-11,2,0.0,-2
CC(NC(=O)C1CCC1)c1ccc2c(c1)OCO2 (centres undefined),-8,-1,-11,-2,-9,2,5,-2,-1.8,-1
COc1ccc(C(=O)c2cn[nH]c2-c2ccc(C)cc2O)cc1,1,8,-5,10,1,-3,10,-3,-2.7,4
COc1cc(Sc2ccc(C)cc2)c(OC)cc1N,-48,8,79*,12,7,7,6,4,22,-9
O=C1CN(C(=O)COC(=O)c2ccc([N+](=O)[O-])s2)c2ccccc2N1,2,1,-10,-27,.,.,.,.,-0.1,2
Cc1ccc(O)c(-c2cc(C(=O)Nc3ccc(S(=O)(=O)N4CC(C)OC(C)C4)cc3)[nH]n2)c1 (centres undefined),-4,1,1,-19,10,1,4,4,0.1,-8
CN(C)C1(CNCC(O)c2ccccc2)CCCCC1 (centres undefined),-7,2,-18,9,-14,-2,61,-2,-2.9,-6
COC(=O)c1ccc(N)c(CS(=O)(=O)c2ccc(Cl)cc2)c1,-41,9,-15,1,0,1,-5,1,-1.4,4
C=CCSC1=N/C(=C\c2ccc(C)o2)C(=O)S1,0,-6,-6,2,-8,2,17,3,0.2,-2
O=C(NCCc1ccccc1)C(=O)NCC1OCCN1S(=O)(=O)c1cccs1 (centres undefined),8,4,-16,-15,3,2,10,-4,1.2,3
Cc1nn(-c2cccc(Cl)c2)nc1C(=O)O,-2,-1,-5,-1,-8,-1,9,1,-0.2,-8
COc1ccc2ccccc2c1CNc1nnnn1C,-5,11,-2,-7,-9,-1,15,-6,-0.6,0
O=C1COc2ccc(C(=O)CSc3nnc(Cc4ccccc4)o3)cc2N1,-1,-10,-2,-5,1,.,.,-6,-0.4,-3
Cn1c(=O)[nH]c(=O)c2c1nc(NCCO)n2CCOc1ccccc1,-2,7,2,-1,-2,-6,4,5,-0.7,-2
N#CCC(=O)Nc1ccc(C(=O)OCC(=O)NC2CCCc3ccccc32)cc1 (centres undefined),4,-4,-15,-63,10,.,.,7,2.8,-5
O=C(NCCSc1ncc(-c2ccc(F)cc2)[nH]1)c1ccc2c(c1)OCO2,-7,-9,19&-12,1,-8,.,.,-1,-1.0,0
CN1CCN(C2CN(Cc3cn(Cc4cccc(C(F)(F)F)c4)nn3)S(=O)(=O)C2)CC1 (centres undefined),2,.,.,.,-6,.,.,3,-0.5,1
CN1CCN(C2CCN(Cc3ccc(O)c4ncccc34)CC2)CC1,4,5,56*,8,10,.,.,34*,0.6,3
CNC(=O)c1ccsc1NC(=O)C1CCN(S(=O)(=O)c2cccs2)CC1,.,-3,5&1,-2,1,.,.,2,.,.
CC(CC(=O)NCC1CCCO1)c1ccccc1 (centres undefined),0,6,-16,-2,10,1,5,2,0.4,0
COc1ccc(NC(=O)Nc2ncn(Cc3cccc(C(F)(F)F)c3)n2)cc1OC,3,-1,-2,-2,14,1,10,4,-0.8,-7
CCOC(=O)C(C)Oc1ncnc2cccc(F)c12 (centres undefined),-4,-2,-13,1,-1,2,-2,-2,0.0,2
CN(Cc1ccncc1)C(=O)[C@@H]1CCCN1C(=O)[C@@H]1CCCN1,-14,.,.,.,2,.,.,-8,-0.5,1
COc1ccc(CCNC(=O)C2CC(=O)N(c3ccc(C)cc3)C2)cc1OC (centres undefined),-6,0,-3,2,-8,-5,20,1,-4.2,-1
CN1CCN(NC(=O)c2ccc(Cl)cc2Cl)CC1,-8,0,0,1,-14,3,-4,-3,-0.8,2
